High-throughput results: PubChem BioAssay, Sanford-Burnham Center for Chemical Genomics
XBP1 UPR activ = adaptive UPR (XBP1) activation; CHO-XBP1 luciferase reporter, IRE1-XBP1 UPR activation, luminescence; percent of tunicamycin response, DMSO as zero; activation, % at 20 µM; hit rate 0.33% among 330,000;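 active = versus positive control, 20 µM dose yields 30% or more activation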;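 note: 100% = tunicamycin at 10 µg/mL and 0% = DMSO only wells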
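assay system = CHO-XBP1 luciferase reporter cells | amount = 1000 cells/well | buffer or medium = F12 plus 10% FBS | compound dosing = single point, 20 µM final compound, 1% DMSO | incubation = 16-18 h cell attachment at 37 °C, then 6 h compound exposure | detection = Steady-Glo luminescence read | controls = tunicamycin 10 µg/mL and vehicle-only wells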
APJ agonist = APJ receptor agonism; P35414; CHO-K1 APJ PathHunter beta-arrestin, luminescence; 0% DMSO wells, 100% apelin; activation, % at 20 µM; hit rate 0.11% among 330,000;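 active = activation more than six SD over the plate average, tested at 20 µM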;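 note: 0% = DMSO alone and 100% = apelin-13 at 10 nM; some results filed as inactive read as strong as hits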
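Assay system: CHO-K1 APJ beta-arrestin complementation cell line / Compound: single test compound dose, 20 µM final, 1% DMSO / Times: overnight seeding, 90 min compound at 25 °C, 1 h detection / Technique: beta-gal luminescence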
tim23-1 inh = growth inhibitors of tim23-1 mutant yeast | inhibition, % at 20 µM | hit rate 1.3% among 330,000 | S. cerevisiae tim23-1 growth, BacTiter-Glo luminescence, 24 h;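 active = growth inhibition of the mutant yeast at or above 50%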;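 note: temperature-sensitive mutant grown at 25 °C; plate controls were DMSO-treated mutant yeast for no effect and medium wells lacking yeast for full effect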
Mdm2 MdmX PPI = disrupts the human Mdm2-MdmX interaction. O15151+Q00987. SaOS-2 split-luciferase Mdm2/MdmX complementation, luminescence. inhibition, % at 8 µM. hit rate 3% among 330,000;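 active = inhibition of at least 50% at 8 µM in the primary screen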
Target sequence (O15151 whole entry, looked up): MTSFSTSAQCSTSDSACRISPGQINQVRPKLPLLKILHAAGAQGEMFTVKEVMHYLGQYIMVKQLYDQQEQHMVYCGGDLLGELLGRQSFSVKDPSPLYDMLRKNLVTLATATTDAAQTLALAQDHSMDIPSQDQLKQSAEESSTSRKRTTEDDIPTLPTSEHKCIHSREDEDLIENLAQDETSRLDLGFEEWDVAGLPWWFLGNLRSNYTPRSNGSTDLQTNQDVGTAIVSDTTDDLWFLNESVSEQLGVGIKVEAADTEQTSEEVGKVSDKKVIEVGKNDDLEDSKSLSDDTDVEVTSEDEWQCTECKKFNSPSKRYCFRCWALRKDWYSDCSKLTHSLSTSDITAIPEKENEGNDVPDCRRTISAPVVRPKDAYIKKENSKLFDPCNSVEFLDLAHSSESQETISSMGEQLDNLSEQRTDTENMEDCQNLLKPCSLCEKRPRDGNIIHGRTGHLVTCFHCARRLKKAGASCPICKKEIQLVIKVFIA
Target sequence (Q00987 whole entry, looked up): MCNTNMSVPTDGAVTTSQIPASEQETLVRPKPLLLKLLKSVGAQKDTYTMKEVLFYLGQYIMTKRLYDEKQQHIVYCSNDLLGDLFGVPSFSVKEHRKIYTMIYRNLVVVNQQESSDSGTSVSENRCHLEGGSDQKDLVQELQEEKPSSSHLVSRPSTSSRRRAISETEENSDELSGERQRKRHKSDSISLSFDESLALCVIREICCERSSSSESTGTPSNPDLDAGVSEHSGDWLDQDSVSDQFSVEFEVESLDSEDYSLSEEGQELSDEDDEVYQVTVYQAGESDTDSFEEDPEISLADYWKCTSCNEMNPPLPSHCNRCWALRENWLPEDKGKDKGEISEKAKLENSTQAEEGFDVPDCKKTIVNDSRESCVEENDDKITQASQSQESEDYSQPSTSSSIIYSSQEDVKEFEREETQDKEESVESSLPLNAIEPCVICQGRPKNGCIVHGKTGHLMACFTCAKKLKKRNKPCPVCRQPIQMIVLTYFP
Jurkat NFkB inh = inhibitors of the PMA/ionomycin-induced NF-kB reporter in Jurkat cells; PMA/ionomycin-induced NF-kB luciferase reporter, luminescence; inhibition, % at 4 µM; hit rate 0.53% among 330,000; AID 435003; in the data active = inhibition above about 50%
APJ antagonist = antagonists of human APJ apelin receptor; P35414; hit rate 0.32% among 330,000; inhibition, % at 20 µM; AID 2521; CHO-K1 APJ beta-arrestin complementation, luminescence;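 active = inhibition above about 40% at 20 µM, limit read from the data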;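 note: cells challenged with 10 nM apelin-13 agonist together with compound; plate controls were apelin-13 plus DMSO wells for no effect and DMSO wells lacking apelin-13 for full effect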
UPR CHOP act = apoptotic UPR (CHOP) activation; CHO-CHOP luciferase reporter, luminescence; percent of tunicamycin response over DMSO baseline; hit rate 0.34% among 330,000; activation, % at 10 µM; AID 449763;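 active = at 10 µM dose, activation of 40% or more, normalized to positive control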;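 note: 100% = tunicamycin at 10 µg/mL and 0% = DMSO alone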
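System: CHO-CHOP luciferase reporter cell line | Buffer or medium: F12 medium containing 10% fetal bovine serum | Doses: One dose, 10 µM in 0.5% DMSO | Times: 6 h compound exposure at 37 °C after overnight seeding | Signal: Luciferase luminescence | Read-out: % activation vs tunicamycin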
697 NFkB inh = inhibitors of the PMA/ionomycin-induced NF-kB reporter in 697 B cells; 697 B-cell NF-kB luciferase reporter, 16 h; inhibition, % at 4 µM; hit rate 0.33% among 330,000; AID 435022; in the data active = inhibition above about 35%
* = called active by the depositor; / = not tested or not shown.

Second line of a record – XBP1 UPR activ	APJ agonist	tim23-1 inh	Mdm2 MdmX PPI	Jurkat NFkB inh	APJ antagonist	UPR CHOP act	697 NFkB inh
> CC(=O)NS(=O)(=O)c1ccc(NC(=O)c2cc(-c3cccs3)nc3ccccc23)cc1
→ -4	-2	-15	17	2	9	0.4	5
> CCC(C)(C(=O)NC1CCCCC1)N(C)C(=O)c1ccccn1 (stereo not given)
→ 1	0	12	20	-2	15	1.2	0
> Clc1cccc(Cl)c1CO/N=C/c1c(-c2ccccc2)nc2n1CCS2
→ -2	-3	24	23	6	16	-2.6	-19
> CC1(C)Oc2ccc(C(=O)N3CCCCC3)cc2N(CC(=O)NCc2ccccc2)C1=O
→ 1	0	14	8	-15	20	-0.5	-27
> O=C(O)c1nn(-c2ccccc2C(F)(F)F)cc1O
→ 0	-3	9	-16	7	-2	-1.1	-6
> Cn1c(=O)[nH]c(=O)c2c1nc(CN1CCOCC1)n2CCCc1ccccc1
→ 0	-1	2	-10	-6	1	-0.2	0
> CC(C)(C)SCCNS(=O)(=O)c1ccc(C#N)cc1
→ -3	-2	18	28	20	10	-0.5	-3
> N#CC1=C(N)SC(N)=C(C#N)C1c1ccoc1
→ 0	0	14	13	-34	7	0.3	-4
> Cc1cc(NC(=O)CSCc2nc(-c3cccc(F)c3)oc2C)no1
→ 0	-2	18	-44	-18	-65	0.4	-39
> Cc1cc(C[n+]2cc(Cl)ccc2N)c2ncccc2c1
→ -1	-3	-1	32	23	-1	-1.6	-3
> CC(=O)Nc1ccc(NC(=O)COc2ccc(-c3ccccc3)cc2)cc1
→ -4	2	-5	16	14	3	1.9	17
> O=C(COC(=O)C1CCN(c2ccc(C(F)(F)F)cn2)CC1)Nc1cc(F)ccc1F
→ 1	-2	18	-9	17	1	-0.3	6
> COc1ccc(C(CC(=O)O)NC(=O)c2cc3cc(Br)ccc3oc2=O)cc1OC (stereo not given)
→ -4	4	15	-12	-11	2	-1.7	-4
> O=C(CCCc1ccccc1)NCc1cccnc1
→ 1	0	7	-10	-3	2	2.0	-2
> CCc1ccc(-c2csc3nc[nH]c(=O)c23)cc1
→ 1	-1	18	-7	4	0	3.2	7
> COC/C=C/C1=CC2=CC(=O)C(C)(OC(=O)C3CCCC3)C(=O)C2=CO1 (stereo not given)
→ 1	3	17	-3	22	3	1.5	10
> CNC(C)C(=O)NC(C(=O)N1CCCC1C(=O)NNc1ccccc1)C(C)C (stereo not given)
→ 0	-4	16	-20	4	6	5.8	-3
> COc1ccc(NC(=O)CCN2CCN(c3ccc(F)cc3)CC2)cc1
→ 0	-2	-12	-13	-23	12	-0.4	-22
> COc1ccc(NC(=O)CN2C(=O)CSC2=O)cc1
→ -3	-3	4	7	0	7	1.0	9
> Cc1ccc(C(=O)C(OC(=O)CN2C(=O)c3ccccc3C2=O)c2ccccc2)cc1 (stereo not given)
→ -2	-2	26	-11	17	11	1.2	12
> COc1ccc(C(=O)NCCn2cc(SCC(N)=O)c3ccccc32)cc1
→ -1	-3	12	25	-6	17	0.2	-34
> Cc1ccc(S(=O)(=O)N2CCc3ccccc3C2)cc1C
→ -7	-2	13	-25	15	-7	1.1	14
> Cc1cccc(NC(=O)c2cc(=O)[nH]c3ccccc23)c1
→ -3	-2	9	8	5	21	1.1	11
> COc1ccc(/C=N\NC(=O)c2ccccc2OC)cc1COc1c(F)c(F)c(F)c(F)c1F
→ -2	-3	32	5	12	-29	-0.6	-5
> Cc1nc(N2CCN(Cc3ccccc3)CC2)nc2c1C(=O)CC(c1ccco1)C2 (stereo not given)
→ 0	0	37	17	1	0	-0.4	-18
> O=C(Nc1ccc(Cl)cc1)Nc1cc([N+](=O)[O-])ccc1F
→ 5	2	14	49	-19	-28	1.7	10
> Cc1ccc(C)n1-c1nccc(-c2ccco2)n1
→ 2	0	9	-24	-8	-2	0.4	0
> C=CC(n1cncn1)C(O)(c1ccccc1)c1ccccc1 (stereo not given)
→ 1	-5	-294	3	-3	-18	-1.4	7
> Nc1ccc2nc3c(=O)n(C4CCCCC4)c(=O)[nH]c3nc2c1
→ 2	16	-14	-86	-46	-5	4.2	-38
> O=C(Nc1ccc(Cl)cc1)C1CCCN(C2=NS(=O)(=O)c3ccccc32)C1 (stereo not given)
→ -1	-3	-3	10	15	-3	-1.3	11
> O=C(c1ccco1)N1CCN(S(=O)(=O)c2ccc(Br)cc2)CC1
→ -4	-4	19	2	-11	-9	-1.1	-4
> O=C1CSC(c2cn(-c3ccccc3)nc2-c2cc3ccccc3oc2=O)N1Cc1ccccc1 (stereo not given)
→ -1	-4	11	47	9	16	-0.3	5
> CCOc1ccc2nc(NC(=O)c3cc([N+](=O)[O-])ccc3N3CCOCC3)sc2c1
→ 9	3	25	17	-6	10	3.6	5
> CCN(CC)C(=O)c1oc2ccc(S(=O)(=O)N3CC(C)CC(C)C3)cc2c1C (stereo not given)
→ 0	2	19	35	32	13	3.6	-9
> COC(=O)c1cccc(Cn2nc(C)c([N+](=O)[O-])c2C)c1
→ -3	-3	3	-7	-5	3	-2.1	-10
> CCCOc1ccc(C(=O)Nc2ccc3c(c2)OCCO3)cc1
→ -7	1	-1	-127	-141	3	0.3	-44
> COC(=O)C1CCCCN1C(=O)c1cc(COc2cccc3cnccc23)on1 (stereo not given)
→ -5	6	13	50	41	9	4.0	-24
> N=c1c(C(=O)NC2CCCCC2)cc2c(=O)n3ccccc3nc2n1Cc1ccccc1
→ -3	0	16	25	38	-18	-1.3	27
> COc1ccc(-c2csc(NC(=S)NC(=O)c3ccco3)n2)cc1Br
→ 9	-1	-4	82*	11	10	0.9	-11
> COc1cc(C(=O)Nc2ccccc2N2CCOCC2)ccc1OCC(=O)N1CCOCC1
→ 0	-1	16	14	3	11	-1.9	0
> COCc1cc(C)nc2sc(C(=O)Nc3ccccc3Br)c(N)c12
→ 4	-1	9	-9	-14	13	7.5	-7
> Cn1c(=O)c2c(nc(CN3CCN(C(=O)c4ccco4)CC3)n2CCCO)n(C)c1=O
→ -6	-1	-24	21	-8	16	-1.5	3
> COc1ccc(C/C(C)=N/Nc2nc(C)cc(=O)[nH]2)cc1
→ 0	-4	-2	-14	-1	0	2.9	4
> COc1ccc2[nH]c3c(c2c1)CCN1C(=O)C(CC(=O)NCCCn2ccnc2)C[C@H](C(=O)N2CCOCC2)[C@@]31C (stereo not given in full)
→ 1	/	21	11	/	/	0.9	12
> CCN(CC)S(=O)(=O)c1ccc(NC(=O)c2cc(C(=O)OC)cc([N+](=O)[O-])c2)cc1
→ -2	3	-20	-1	-9	-21	13	17
> COc1cccc(NC(=O)Cn2c(=O)n(-c3ccccc3)c(=O)c3oc4ccccc4c32)c1
→ 0	-3	4	2	13	8	2.7	12
> CCN(CC)c1ccc(C=Nc2cccc(S(=O)(=O)N3CCOCC3)c2)c(O)c1
→ -2	2	22	17	5	-1	1.5	-1
> CC(C)Sc1nc(SCC(=O)O)c2c3c(sc2n1)COC(C)(C)C3
→ 3	-3	11	1	-13	-3	6.0	-9
> CN1C(C(=O)NCc2ccco2)=CC(c2ccc(F)cc2)=NS1(=O)=O
→ -2	-3	4	-4	8	5	0.1	-7
> c1ccc(-c2nnn(C34CC5CC(CC(C5)C3)C4)n2)cc1
→ 1	-2	22	-2	-31	7	3.7	-70

Next section:
Second line of a record – XBP1 UPR activ	APJ agonist	tim23-1 inh	Mdm2 MdmX PPI	Jurkat NFkB inh	APJ antagonist	UPR CHOP act	697 NFkB inh
> CCN(CC)CCN1C(=O)C(=O)/C(=C(/O)c2ccc(F)cc2)C1c1cccnc1 (stereo not given)
→ 0	-3	15	-10	-2	1	-0.6	21
> COC(=O)c1cc(C(=O)OCC(=O)N2CCCCC2)cc([N+](=O)[O-])c1
→ -1	2	13	2	16	1	-1.5	13
> N#C/C(=C\c1ccccc1)c1nc2ncccc2[nH]1
→ 4	0	33	-1	2	-18	3.2	0
> Cc1cc(C)n2nc(SCC(=O)N3CCN(c4ccccc4)CC3)nc2n1
→ 0	0	6	-17	-6	0	-1.0	-8
> CN(C(=O)COC(=O)/C=C/c1cn(-c2ccccc2)nc1-c1ccc2c(c1)OCCO2)C1CCS(=O)(=O)C1 (stereo not given)
→ 3	1	14	5	-11	15	1.8	-16
> CCCOc1ccc(-c2nc(=S)[nH][nH]2)cc1
→ 0	1	-5	-8	-21	7	2.7	-47
> Cn1c(=O)n(C)c2cc(/C=N/NC(N)=S)ccc21
→ -1	2	-1	33	3	-2	-3.0	22
> Cc1c(Cl)c([N+](=O)[O-])nn1CCCC(=O)Nc1cc(Cl)ccc1Cl
→ 0	-4	-10	27	10	14	-0.3	8
> COc1ccc(CNC(=O)Cn2cncn2)cc1OC
→ 2	-7	9	-3	4	-23	1.7	9
> C/C(=N/NC(=O)Cn1nc2ccccc2n1)c1ccc(F)cc1
→ 0	0	0	-1	12	-12	1.1	-7

Structures above printed as active in Mdm2 MdmX PPI.
Molecule,XBP1 UPR activ,Mdm2 MdmX PPI,Jurkat NFkB inh,APJ antagonist,697 NFkB inh
COc1ccc(-c2csc(NC(=S)NC(=O)c3ccco3)n2)cc1Br,9,82*,11,10,-11

Additional compounds follow.
Second line of a record – XBP1 UPR activ	APJ agonist	tim23-1 inh	Mdm2 MdmX PPI	Jurkat NFkB inh	APJ antagonist	UPR CHOP act	697 NFkB inh
> COc1ccc(C(CNC(=O)c2cc(C)on2)N(C)C)cc1 (stereo not given)
→ 2	-1	32	21	18	-2	2.6	11
> CCN1C(=Nc2ccc(Cl)cc2)SC/C1=C\C(=O)OC
→ 3	0	-2	-27	-35	11	3.1	-32
> COc1ccc(N2CCN(C(CNC(=O)COc3ccccc3)c3ccco3)CC2)cc1 (stereo not given)
→ 1	-4	42	11	12	5	-0.4	-1
> Cc1cc(N2CCOCC2)nc(-c2ccc([N+](=O)[O-])cc2)n1
→ 0	-3	9	-18	-37	0	0.7	-28
> NC(=O)CN1C(=O)C(=O)N(Cc2cccc(Cl)c2)C1=O
→ -1	-6	5	-29	8	15	0.5	2
> O=C(NCCN1CCOCC1)/C(=C\c1ccccc1F)NC(=O)c1ccccc1
→ -3	8	12	22	-16	-21	1.5	-55
> NC(=O)C1CCN(C(=O)c2cc3n(n2)C(C(F)(F)F)CC(c2ccco2)N3)CC1 (stereo not given)
→ -1	6	20	9	15	-3	0.5	-4
> CC(=O)Nc1ccc(N(C(=O)c2cnccn2)C(C(=O)NC2CCCCC2)c2ccc(O)cc2)cc1 (stereo not given)
→ -3	1	15	-19	-3	7	3.0	1
> COCc1cc(C)n(CC(=O)NCC2CCCO2)c(=O)c1C#N (stereo not given)
→ -4	-3	-5	-13	11	13	2.7	2
> CC(NC(=O)c1ccc(Cl)c(Cl)c1)c1ccc(-c2ccccc2)cc1 (stereo not given)
→ -6	-3	17	30	3	7	-0.4	18
> Clc1cccc(OCc2nnc(-c3ccccc3Br)o2)c1
→ 3	0	25	1	-16	-4	2.3	-13
> COc1ccc(-n2cnnc2SCC(=O)Nc2cccc(S(N)(=O)=O)c2)cc1
→ -1	-4	2	3	16	0	-0.3	9
> COc1ccc2[nH]c(=O)c(CN(C(=O)c3ccccn3)c3ccccc3)cc2c1
→ -1	-1	8	-10	-13	24	3.8	9

Arranged by the number under Mdm2 MdmX PPI (smallest number first): some entries from above
SMILES,Mdm2 MdmX PPI
NC(=O)CN1C(=O)C(=O)N(Cc2cccc(Cl)c2)C1=O,-29
COc1ccc(N2CCN(C(CNC(=O)COc3ccccc3)c3ccco3)CC2)cc1 (stereo not given),11
CC(NC(=O)c1ccc(Cl)c(Cl)c1)c1ccc(-c2ccccc2)cc1 (stereo not given),30

Quoted from the listing:
O=C(NCCN1CCOCC1)/C(=C\c1ccccc1F)NC(=O)c1ccccc1 in APJ antagonist is entered as -21
COCc1cc(C)nc2sc(C(=O)Nc3ccccc3Br)c(N)c12 in 697 NFkB inh is entered as -7
